ELG1 genotoxic: induces genotoxicity in HEK293T cells with luciferase-tagged ELG1. 1.3% of 330,000 active. HEK293T ELG1-luciferase reporter, luminescence, 16 h. Potency, µM (highest dose often 46 µM), inactives show at the top dose activity change, positive = activation, hits mostly activators. AID 504466; note: potency is the fitted concentration of half-maximal effect; % of control where 0% means no effect; nearly all actives have a fitted effect of over 60% in size
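Cells (2,000/well) expressing the ELG1-luciferase fusion are dosed by pin tool and kept 16 hr at 37 °C, 5% CO2. Signal comes from ONE-Glo luciferase reagent after 30 min at room temperature.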
FLuc modulator: counter-screen for miR-21 project: firefly luciferase inhibitors or activators. P08659. purified FLuc, Km substrates, luminescence inhibition. Potency, µM (titrated, usually from 57.5 µM), inactives show top-dose activity change, negative = inhibition, most hits filed as inhibitors. 6.9% of 360,000 active;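 note: potency is the fitted concentration of half-maximal effect; plate controls were vehicle for no effect and reference inhibitor for full effect; nearly all actives have a fitted effect of over 55% in size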
Target sequence (P08659 whole entry, looked up): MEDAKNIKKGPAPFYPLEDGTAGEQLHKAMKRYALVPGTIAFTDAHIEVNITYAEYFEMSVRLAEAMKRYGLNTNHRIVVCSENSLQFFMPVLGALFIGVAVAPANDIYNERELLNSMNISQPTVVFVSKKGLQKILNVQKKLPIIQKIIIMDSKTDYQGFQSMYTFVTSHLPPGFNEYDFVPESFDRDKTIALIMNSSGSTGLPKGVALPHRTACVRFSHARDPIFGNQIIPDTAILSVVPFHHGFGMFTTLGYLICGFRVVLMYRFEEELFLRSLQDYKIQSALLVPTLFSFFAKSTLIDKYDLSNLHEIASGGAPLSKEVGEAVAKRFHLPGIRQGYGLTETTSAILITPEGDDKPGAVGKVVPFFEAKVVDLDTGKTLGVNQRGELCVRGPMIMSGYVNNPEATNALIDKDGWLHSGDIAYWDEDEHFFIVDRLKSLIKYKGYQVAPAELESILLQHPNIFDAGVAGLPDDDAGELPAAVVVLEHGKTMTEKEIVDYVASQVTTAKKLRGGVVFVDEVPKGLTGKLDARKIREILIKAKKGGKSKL
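Biochemical qHTS of compounds, final roughly 60 µM downward over six points, against 10 nM purified firefly luciferase using Km concentrations of substrates (10 uM D-luciferin, 10 uM ATP) in Tris acetate pH 7.5 buffer; luminescence output.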
p53 reactivator: re-activators of mutant p53; H1299 p53-A138V BP100-luciferase reporter, luminescence, 24 h; Potency, µM (series often up to 92.2 µM), for inactives: at the highest dose activity change, positive = activation, actives largely listed as activators; 0.063% of 320,000 active; AID 504706; note: potency is the fitted concentration of half-maximal effect; % of control where 0% means no effect; nearly all actives have a fitted effect of over 45% in size
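H1299 (p53-null), stable ts p53-A138V + BP100-Luc; 1000 cells/well, Opti-MEM/10% FBS; cpd 4 pt, 1:5; 24 h, 37 deg C, 5% CO2; detection reagent 10 min RT; luminescence.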
TRPV1 ag: agonists of human vanilloid receptor 1 (TRPV1). TRPV1-expressing cells, Fluo-8 calcium influx, agonist mode. activation, % at 8.33 µM. 0.19% of 320,000 active. AID 540275; in the data active = activation above about 80%; inconclusive = between about 30% and that limit; note: 0% is about no effect
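TRPV1-expressing cells were cultured overnight at 35.5C and loaded with Fluo-8 calcium dye for 40 to 90 min at room temperature. After a 10 s baseline, compound was added and calcium influx was read kinetically for 3 min (ex 480/em 520 nm).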
Tb PFK inh: blocks T. brucei phosphofructokinase. 0.17% of 330,000 active. T. brucei PFK, ADP-Glo luminescence. O15648. Potency, µM (highest dose often 57.5 µM), for inactives: at the top dose activity, negative = inhibition, most hits filed as inhibitors;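 note: potency is the fitted concentration of half-maximal effect; 0% = uninhibited 1x PFK enzyme wells and -100% = no-enzyme wells; nearly all actives have a fitted effect of over 60% in size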
Target sequence (O15648 whole entry, looked up): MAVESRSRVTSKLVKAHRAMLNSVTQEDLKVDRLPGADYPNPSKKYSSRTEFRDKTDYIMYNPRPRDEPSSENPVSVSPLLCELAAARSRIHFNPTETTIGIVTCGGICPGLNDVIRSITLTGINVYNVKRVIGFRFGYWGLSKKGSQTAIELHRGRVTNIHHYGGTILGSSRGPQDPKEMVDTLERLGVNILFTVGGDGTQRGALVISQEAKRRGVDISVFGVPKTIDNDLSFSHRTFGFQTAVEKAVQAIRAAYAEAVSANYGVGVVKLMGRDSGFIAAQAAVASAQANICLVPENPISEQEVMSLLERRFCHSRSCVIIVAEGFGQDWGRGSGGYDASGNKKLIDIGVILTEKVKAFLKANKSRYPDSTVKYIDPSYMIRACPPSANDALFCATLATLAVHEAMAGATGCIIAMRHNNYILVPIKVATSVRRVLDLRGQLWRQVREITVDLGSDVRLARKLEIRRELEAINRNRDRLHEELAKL
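ADP-Glo luminescence quantified ADP after 45 min at room temperature, with 1.25 nM T. brucei PFK, 0.1 mM ATP and 0.5 mM fructose-6-phosphate in pH 8.0 TEA buffer. qHTS titrations up to 57 µM; curves classified by quality.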
BRCA1 expr up: BRCA1 expression activation | Potency, µM (series often up to 46.1 µM), inactives show at the top dose activation, actives largely listed as activators | AID 624202 | 1.1% of 380,000 active | MCF7-BRCA1-FFLuc reporter, luminescence, 48 h; response scale: scaled: vehicle 0%, 10 µM genistein 100%; note: potency is the fitted concentration of half-maximal effect; nearly all actives have a fitted effect of over 80% in size; some results filed as inactive show a strong effect at the top dose
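Reporter cells (MCF7, BRCA1 promoter-firefly luciferase) received library compounds across a concentration series for 48 h. End-point luminescence was measured and concentration-effect curves derived after normalization.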
Gal4-VP16 FLuc: counter-screen for ROR gamma inhibitors: Gal4-VP16 reporter | Potency, µM (top dose mostly 53.6 µM), without a hit: top-dose activity, negative = inhibition, most hits filed as inhibitors | 3.5% of 310,000 active | Drosophila S2 Gal4-VP16 UAS-luciferase, luminescence, 20 h;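 note: Gal4-VP16 expression switched on by copper sulfate through the metallothionein promoter; potency is the fitted concentration of half-maximal effect; % is set by controls: 0 for no effect and ±100 for the full control effect; nearly all actives have a fitted effect of over 50% in size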
ELG1 DNA repair: blocks ELG1-dependent DNA repair in HEK293T cells. HEK293T ELG1-luciferase reporter, luminescence, 16 h; DNA damage induced by 5-fluorouridine. Potency, µM (titrated, usually from 46.1 µM), inactives show at the top dose activity change, negative = inhibition, hits mostly inhibitors. 2.3% of 330,000 active; note: potency is the fitted concentration of half-maximal effect; % is set by controls: 0 for no effect and ±100 for the full control effect; nearly all actives have a fitted effect of over 55% in size
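Quantitative HTS, concentration-response format. 2,000 cells/well co-treated with 5-fluorouridine and compound, 16 hr in 5% CO2 at 37 °C; ONE-Glo luminescence read after 30 min.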
RORgamma inh: inhibitors of mouse ROR gamma transcriptional activity. P51450. Drosophila S2 Gal4-RORgamma UAS-luciferase reporter, 20 h. Potency, µM (doses to about 53.6 µM), inactives show top-dose activity change, negative = inhibition, most hits filed as inhibitors. 5.4% of 310,000 active. AID 2551; note: potency is the fitted concentration of half-maximal effect; % is set by controls: 0 for no effect and ±100 for the full control effect; nearly all actives have a fitted effect of over 60% in size
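Luminescence from a UAS-regulated Photinus luciferase reporter in stably transfected Drosophila Schneider cells is measured; decreased signal marks ROR gamma inhibition. Fusion expression is induced by 700 uM copper sulfate for 20 hr.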
Rab9 promoter act: activates the Rab9 promoter. Huh7 Rab9 promoter-luciferase reporter, luminescence, 24 h. Potency, µM (doses to about 9.22 µM), for inactives: at the top dose activation, negative = inhibition, actives largely listed as activators. 2.8% of 320,000 active; note: potency is the fitted concentration of half-maximal effect; % of control where 0% means no effect; nearly all actives have a fitted effect of over 60% in size
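Huh7 cells stably carrying a Rab9 promoter-luciferase reporter, 1500 cells per well in OP-MEM I with 10% FBS, treated with compound 24 hours at 37C. Luciferase activity read by luminescence after 10 minutes with Amplite reagent.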
NPC1 promoter act: activates the NPC1 promoter | Huh7 NPC1 promoter luciferase reporter, 24 h | Potency, µM (titrated, usually from 9.22 µM), inactives show top-dose activation, actives largely listed as activators | 2.4% of 320,000 active;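 note: potency is the fitted concentration of half-maximal effect; % of control where 0% means no effect; nearly all actives have a fitted effect of over 60% in size; reporter is driven by a mutant NPC1 promoter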
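In 1536-well qHTS, Huh7 cells harboring an NPC1 promoter–luciferase construct received compound for 24 h; activation was quantified by luminescence following luciferase reagent addition.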
Starred values were filed as active, the others as inactive; ? = inconclusive; . = no result given; & = joins results of further samples; [ ] = remark or other dose. Unless noted, calls come from the whole dose curve; as a rule, active = well fitted curve in the direction sought with a large enough effect; inconclusive = small, poorly fitted or top-dose-only effect, or another doubt; inactive = no such curve, though single readings can be large; an effect the other way counts as inactive or inconclusive.

item	SMILES	ELG1 genotoxic	FLuc modulator	p53 reactivator	TRPV1 ag	Tb PFK inh	BRCA1 expr up	Gal4-VP16 FLuc	ELG1 DNA repair	RORgamma inh	Rab9 promoter act	NPC1 promoter act
1	COc1ccc(C(=O)NCC(=O)N/N=C(\C)c2ccco2)cc1OC	0%	0%	-1%	-3	-3%	1%	-5%	?	14%	-4%	1%
2	COc1ccc(C2CC(c3ccc(Cl)c(Cl)c3)Nc3nc(N)nn32)cc1 (centres undefined)	0%	2%	-6%	.	?	9%	-1%	4%	-36%	-8%	-3%
3	Cc1ccc(NC(=S)N2CCN(S(=O)(=O)c3ccc(F)cc3)CC2)cc1	0%	6%	-6%	?	16%	-4%	?	-1%	?	5%	-4%
4	CCCCNC(=S)NCc1ccc2[nH]c3c(c2c1)CCCC3	-12%	-14%	4%	16	0%	-17%	10µM*	?	5µM*	-8%	-5%
5	O=C(CSc1ccc2nnc(-c3ccc(F)cc3)n2n1)NCc1ccco1	1%	2%	4%	-2	-1%	5%	6%	-7%	-14%	0%	-4%
6	O=C(COC(=O)c1nc(Cl)ccc1Cl)Nc1ccc2c(c1)OCO2	0%	-20%	-2%	0	0%	5%	-8%	-1%	10%	-2%	-2%
7	COc1ccc(NCc2nnc(SCC(=O)Nc3ccccc3)n2C)cc1	2%	-7%	3%	-5	-1%	-6%	-11%	12%	4%	-2%	-2%
8	Oc1ccc(/C(Cc2ccccn2)=N\Nc2ccccc2)c(O)c1	12%	?	3%	-2	-3%	-48%	3%[10 µM]	10%	4%	-7%	-1%

In another format: results already given.
2	COc1ccc(C2CC(c3ccc(Cl)c(Cl)c3)Nc3nc(N)nn32)cc1 (centres undefined)
3	Cc1ccc(NC(=S)N2CCN(S(=O)(=O)c3ccc(F)cc3)CC2)cc1
4	CCCCNC(=S)NCc1ccc2[nH]c3c(c2c1)CCCC3
5	O=C(CSc1ccc2nnc(-c3ccc(F)cc3)n2n1)NCc1ccco1

screen / no.,2,3,4,5
ELG1 genotoxic,0%,0%,-12%,1%
FLuc modulator,2%,6%,-14%,2%
p53 reactivator,-6%,-6%,4%,4%
TRPV1 ag,.,?,16,-2
Tb PFK inh,?,16%,0%,-1%
BRCA1 expr up,9%,-4%,-17%,5%
Gal4-VP16 FLuc,-1%,?,10µM*,6%
ELG1 DNA repair,4%,-1%,?,-7%
RORgamma inh,-36%,?,5µM*,-14%
Rab9 promoter act,-8%,5%,-8%,0%
NPC1 promoter act,-3%,-4%,-5%,-4%

Following part:
item	SMILES	ELG1 genotoxic	FLuc modulator	p53 reactivator	TRPV1 ag	Tb PFK inh	BRCA1 expr up	Gal4-VP16 FLuc	ELG1 DNA repair	RORgamma inh	Rab9 promoter act	NPC1 promoter act
9	CSCCC(NC(=O)/C(=C/c1ccc(F)cc1)NC(C)=O)C(=O)O (centres undefined)	0%	0%	-1%	1	1%	-6%	-7%	7%	35%	4%	1%
10	CSC(=NC#N)N1CCN(c2ccc(Cl)cc2)CC1	7%	?	?	-1	-4%	-55%	?	?	-2%	6%	14%
11	CC(C)(O)c1[nH]c2ccc(C(F)(F)F)cc2c1C(C)(C)O	1%	-11%	0%	16	-1%	25%	-9%	-7%	?	-1%	2%
12	O=C(NNC(=O)c1ccc(NC(=O)c2ccccc2)cc1)c1ccccc1	18%	-3%	4%	-2	2%	2%	-7%	?	-15%	-1%	-6%
13	O=C(N1CCCCC1)C12CC3CC(CC(C3)C1)C2	-2%	1%	-3%	2	-3%	-21%	-8%	20%	2%	-5%	-1%
14	O=C(O)c1ccccc1C(=O)NC1CCCc2ccccc21 (centres undefined)	-2%	0%	1%	1	2%	-16%	1%	-15%	-24%	-6%	1%
15	COc1ccc(S(N)(=O)=O)cc1C(=O)NCCCN1CCN(c2cccc(Cl)c2)CC1	1%	-1%	-2%	0	3%	-13%	-7%	-6%	15%	1%	-4%
16	COc1cc(C(C(=O)NC2CCCCC2)N(CCN2CCOCC2)C(=O)C2COc3ccccc3O2)cc(OC)c1OC (centres undefined)	-1%	0%	-5%	2	0%	-3%	4%	-10%	-6%	-1%	0%
17	O=C(Nc1ccc(NC(=O)c2ccc(Cl)cc2Cl)cc1)c1cccs1	15%	-2%	0%	0	-3%	-8%	-26%	-3%	-27%	5%	-3%
18	Cc1c(Cc2ccc3c(c2)OCO3)sc(NC(=O)C(C)(C)C)c1C#N	16%	2%	-3%	4	1%	-44%	?	?	?	-2%	0%
19	Cc1ccc(-c2ccc(=O)n(CC(=O)NCCCN3CCCCC3C)n2)cc1 (centres undefined)	-6%	-1%	15%	-3	-9%	-3%	-11%	7%	1%	-6%	0%
20	CCC1Oc2ccc(C)cc2N(CC(=O)NCCN2CCCCCC2)C1=O (centres undefined)	1%	-1%	-8%	0	1%	-1%	6%	12%	7%	2%	0%
21	CCOC(=O)C(NC(=O)c1ccccc1)(OCc1ccc(F)cc1)C(F)(F)F (centres undefined)	1%	-1%	-2%	0	-1%	-2%	-3%	8%	1%	-1%	-2%
22	CCOC(=O)c1[nH]c(C)c(C(=O)N2CCN(c3ccc(OC)cc3)CC2)c1C	0%	5%	0%	-1	1%	11%	-1%	-4%	19%	-8%	-9%
23	O=C(CCc1ccccc1)N1N=C(c2ccncc2)CC1(O)C(F)(F)F (centres undefined)	-1%	-1%	-3%	-4	0%	-12%	1%	16%	-3%	-2%	-2%
24	COc1ccc(Cn2nnnc2CN(CCCN2CCOCC2)Cc2cc3cc(OC)ccc3[nH]c2=O)cc1	0%	1%	-5%	3	-2%	-2%	8%	3%	-12%	-7%	-1%

New compounds follow:
nr	canonical_smiles	ELG1 genotoxic	FLuc modulator	p53 reactivator	TRPV1 ag	Tb PFK inh	BRCA1 expr up	Gal4-VP16 FLuc	ELG1 DNA repair	RORgamma inh	Rab9 promoter act	NPC1 promoter act
25	CCN1C(=S)N[C@@H](c2cccc(F)c2)C(C(=O)OC)=C1C	2%	-1%&0%	9%	2&-3	0%&-1%	11%	11µM*	9%	5µM*	-2%&1%	-3%&-2%
26	O=C(O)c1ccc(Nc2nc3ccccc3nc2NS(=O)(=O)c2ccc(F)cc2)cc1	-3%	-17%	3%	2	10%	-25%	-12%	0%	11%	-3%	-6%
27	COc1ccc(-n2nc3c(c2NC(=O)CCl)CSC3)cc1	-5%[9.26 µM]	0%	-26%	1	0%	-16%	?	?	-43%	-14%	-27%
28	O=C(/C(=C/c1ccc(Cl)cc1)c1nc2ccccc2[nH]1)c1cccs1	?	?	-25%	?	-7%	-82%	?	7.3µM*	3.2µM*	-52%[inhibitor]	0%
29	CCn1c(CCc2nc3ccccc3[nH]2)n[nH]c1=S	17%	1%	2%	-3	2%	0%	-13%	10%	-10%	2%	-3%
30	CCS(=O)(=O)N1Cc2ccccc2CC1C(=O)N(C)Cc1ccc(OC)cc1OC (centres undefined)	0%	2%	4%	2	-1%	-23%	-14%	?	0%	-3%	2%
31	CCOC(=O)N1CCN(C(=O)C2CCN(C(=O)c3cc4sccc4n3CC)CC2)CC1	.	3%	.	4	0%	9%	-12%	?	?	4%	-2%
32	COCCOc1cc(NC(=O)CS(=O)(=O)CC(=O)N(C)C)c(Cl)cc1Cl	-1%	0%	-5%	-1	-1%	-4%	4%	-1%	-14%	1%	3%
33	CCOC(=O)N1CCN(C(=O)CN(C2CCCCC2)S(=O)(=O)c2ccc(C)cc2)CC1	-11%	-2%	-11%	-6	1%	-8%	4%	?	-11%	-1%	-1%
34	CCOc1cnn(Cc2ccccc2)c(=O)c1SCc1ccccc1	0%	-2%	-18%	?	5%	-3%	13%	-1%	?	-2%	0%
35	CSc1nc2c(c(=O)[nH]1)CCCC2	3%	0%	0%	2	-2%	-13%	1%	6%	-4%	2%	-1%
36	Cc1cc(Cl)ccc1NNC(N)=S	-5%	4%	-3%	-3	-11%	-1%	?	8%	?	-10%	-3%
37	CCCCn1c(N)c(N(CC(C)C)C(=O)c2cccc(S(=O)(=O)N(C)c3ccccc3)c2)c(=O)[nH]c1=O	-1%	6%	-12%	-3	0%	2%	.	-1%	.	-3%	-6%
38	Cc1c(Nc2nc3ccccc3nc2N2CCN(c3ccccc3)CC2)c(=O)n(-c2ccccc2)n1C	-8%	-1%	-7%	28	-4%	-39%	4%	?	27%	-1%	2%

High-throughput results: PubChem BioAssay, National Center for Advancing Translational Sciences (NCATS)
